Screens: PubChem, National Center for Advancing Translational Sciences (NCATS)
FH mod: Identification of activators of human fumarate hydratase by quantitative high-throughput screening; FH coupled MDH/diaphorase resazurin fluorescence, 15 min; Potency, µM (doses to about 79.9 µM), for inactives: at the top dose activity change, negative = inhibition, usual class: inhibitors; 54,000 tested, 0.22% active; AID 1347055, 2019; note: potency is the fitted concentration of half-maximal effect; % is set by controls: 0 for no effect and ±100 for the full control effect; the screen sought activators but most active calls are inhibition curves; nearly all actives have a fitted effect of over 45% in size
Target sequence (P07954 whole entry, looked up): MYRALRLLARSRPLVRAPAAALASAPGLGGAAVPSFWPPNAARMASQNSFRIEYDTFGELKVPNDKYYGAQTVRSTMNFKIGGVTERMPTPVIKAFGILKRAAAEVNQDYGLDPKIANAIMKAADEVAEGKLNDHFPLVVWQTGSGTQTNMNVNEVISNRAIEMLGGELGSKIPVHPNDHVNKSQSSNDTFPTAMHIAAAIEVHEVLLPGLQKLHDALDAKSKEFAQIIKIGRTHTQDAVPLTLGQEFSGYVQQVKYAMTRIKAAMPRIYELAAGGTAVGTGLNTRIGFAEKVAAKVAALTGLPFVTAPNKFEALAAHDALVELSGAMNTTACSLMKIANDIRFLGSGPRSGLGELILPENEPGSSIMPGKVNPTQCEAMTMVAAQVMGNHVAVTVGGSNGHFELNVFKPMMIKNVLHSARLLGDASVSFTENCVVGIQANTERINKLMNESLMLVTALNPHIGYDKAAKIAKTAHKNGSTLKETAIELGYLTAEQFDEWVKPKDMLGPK
p53null 32C kill: qHTS Screen for Compounds that Selectively Target Cancer Cells with p53 Mutations: Cytotoxicity of p53 Null Cells at the Permissive Temperature; 55,000 tested, 0.62% active; Potency, µM (highest dose often 46.1 µM), without a hit: top-dose activity change, negative = cytotoxicity, hits mostly cytotoxic; AID 903, 2007; H1299-neo p53 null cells, ATP luminescence, 24 h, 32C;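 note: potency is the fitted concentration of half-maximal effect; 0% = DMSO only and -100% = full killing by 100 µM tamoxifen; nearly all actives have a fitted effect of over 55% in size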
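We seeded p53-null H1299-neo cells, incubated them overnight at 37C, and added compounds across a range up to 46 uM. After 24 hours at 32C, ATP reagent was applied for 20 min at room temperature and luminescence recorded.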
TSG101-PTAP inh: qHTS Validation Assay for Inhibitors of HIV-1 Budding by Blocking the Interaction of PTAP/TSG101: Sytravon Library Screen; Tumor susceptibility gene 101 protein (Homo sapiens), Q99816; Fluorescence polarization, FITC-PTAP peptide/Tsg101, 20 min; Potency, µM (series often up to 115 µM), for the others: at the top dose activity change, negative = inhibition, usual class: inhibitors; 44,000 tested, under 10 active; note: potency is the fitted concentration of half-maximal effect; 0% is about no effect
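The Tsg101 binding domain, at 10 uM final, is mixed with compound and a FITC peptide bearing the PTAP motif (50 nM final). After 20 min at r.t., polarization is measured; actives defined by CRC class, efficacy cut-off 60% inhibition.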
B2AR arrestin ag: qHTS assay of beta-arrestin-biased ligands of beta2-adrenergic receptor: NCGC Sytravon Library Screen; Beta-2 adrenergic receptor (Homo sapiens), P07550; HTLA Tango cells, beta-arrestin recruitment, luciferase luminescence, 18 h; Potency, µM (series often up to 46.1 µM), for inactives: top-dose activation, hits mostly activators; 44,000 tested, under 10 active;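 note: potency is the fitted concentration of half-maximal effect; 0% = DMSO and full agonism = EC100 isoproterenol or metaproterenol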
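Tango cells expressing recombinant beta2-AR and beta-arrestin were treated with compounds (up to 46 microM titration) in DMEM with 1% FBS for 18 hr at 37 degrees C. Beta-arrestin recruitment drove tTA-dependent luciferase, read by luminescence; curves were fitted and classed.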
p53null 39C kill: qHTS Screen for Compounds that Selectively Target Cancer Cells with p53 Mutations: Cytotoxicity of p53 Null Cells at the Nonpermissive Temperature; H1299 p53-null (neo) cells, 39C, ATPlite viability, 24 h; Potency, µM (series often up to 46.1 µM), for the others: at the highest dose activity, negative = cell killing, hits mostly cytotoxic; 55,000 tested, 0.97% active;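 note: potency is the fitted concentration of half-maximal effect; 0% = DMSO only and -100% = full killing by 100 µM tamoxifen; nearly all actives have a fitted effect of over 50% in size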
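Luminescent ATP signal reported cell survival after H1299 lines (neo, p53 null; or p53 A138V) received up to 46 uM compound and 24 hr incubation at 39C.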
NTMT1 inhibitor: Primary qHTS for Inhibitors of N-terminal methyltransferase 1 (NTMT1): MTaseGlo Assay | N-terminal Xaa-Pro-Lys N-methyltransferase 1 (Homo sapiens), Q9BV86 | NTMT1 MTase-Glo SAH luminescence, purified enzyme | Potency, µM (top dose mostly 114 µM), for the others: at the top dose activity change, negative = inhibition, hits mostly inhibitors | 59,000 tested, 2.5% active | AID 1645870, 2021;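 note: potency is the fitted concentration of half-maximal effect; plate controls were DMSO vehicle for no effect and no enzyme for full effect; nearly all actives have a fitted effect of over 65% in size; many of its hits are not listed in these tables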
GALK inh: qHTS Assay for Inhibitors of Human Galactokinase (GALK): NCGC Sytravon Library Screen | P51570 | recombinant GALK, Kinase-Glo ATP luminescence, 1 h | Potency, µM (doses to about 57.5 µM), without a hit: at the top dose activity, negative = inhibition, most hits filed as inhibitors | 44,000 tested, under 10 active | AID 1347072, 2019;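 note: plate controls were full GALK reaction for no effect and reaction lacking GALK for full effect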
Target sequence (P51570 whole entry, looked up): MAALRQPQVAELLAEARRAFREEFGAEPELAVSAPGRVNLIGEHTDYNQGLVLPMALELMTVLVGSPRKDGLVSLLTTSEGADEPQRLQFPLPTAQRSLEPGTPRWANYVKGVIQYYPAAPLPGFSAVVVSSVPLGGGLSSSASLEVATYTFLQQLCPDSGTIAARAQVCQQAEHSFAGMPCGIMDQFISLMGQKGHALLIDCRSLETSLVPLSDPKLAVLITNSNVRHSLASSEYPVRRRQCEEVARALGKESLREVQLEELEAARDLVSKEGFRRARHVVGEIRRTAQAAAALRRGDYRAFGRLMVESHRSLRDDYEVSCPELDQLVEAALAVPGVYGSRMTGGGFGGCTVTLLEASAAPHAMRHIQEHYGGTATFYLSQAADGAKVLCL
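Reactions with and without enzyme served as controls. GALK at 5 nM phosphorylates 100 uM galactose using 35 uM ATP (HEPES pH 8.0, Mg2+) for 1 h at RT, with luminescence read 10 min after adding Kinase-Glo Plus.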
* hit, by the source's call; ? = inconclusive; · = no result given; [ ] = dose if it differs, or a comment. Calls come from the whole dose curve; as a rule, active = well fitted curve in the direction sought with a large enough effect; inconclusive = small, poorly fitted or top-dose-only effect, or another doubt; inactive = no such curve, though single readings can be large; an effect the other way counts as inactive or inconclusive. Only part of the results is shown; the hit share may differ from the screen's.

structure	TSG101-PTAP inh	NTMT1 inhibitor	FH mod	B2AR arrestin ag	GALK inh	p53null 39C kill	p53null 32C kill
COC(=O)c1cc(NC(=O)Cn2ncc3c([nH]c4ccccc43)c2=O)cc(C(=O)OC)c1	8%	13%	7%	0%	4%	-4%	-6%
COC(=O)c1ccccc1NC(=O)c1cc(CN2CCCC2)on1	18%	0%	-15%	0%	0%	-18%	-3%
CCC(Cc1ccccc1)NC(=O)CCS(=O)(=O)c1cc2c(cc1Cl)NC(=O)CO2 (configuration not stated)	1%	-26%	1%	0%	0%	-22%	-2%
NCCc1nc2cccnc2n1-c1ccccc1	1%	1%	-29%	0%	4%	4%	8%
Cc1ccc2c(c1)c1c(c(=O)n(-c3cccc(Cl)c3)c(=O)n1CC(=O)NCC1CCCO1)n2C (configuration not stated)	0%	-8%	3%	-1%	3%	7%	-3%
COc1ccccc1CNC(=O)CCc1c(C)c2cc3c(C)coc3cc2oc1=O	-2%	·	·	-2%	?	11%	-7%
Cc1ccc2c(c1)-c1c(cnn1CC(=O)N1CCN(c3cccc(C(F)(F)F)c3)CC1)CO2	-7%	1%	?	0%	-10%	2%	11%
COc1ccc(OCC(=O)Nc2ccc(-c3nc4cc(Cl)ccc4o3)cc2)cc1	9%	-9%	4%	1%	-3%	-8%	3%
COc1ccc(C(=O)NCc2cn3ccc(C)cc3n2)cc1	-5%	9%	1%	2%	4%	31%[activator]	-9%
CC(=O)c1ccc(NC(=O)Cn2nc(C(F)(F)F)c3c2CCC3)cc1	-2%	16%	0%	1%	3%	5%	-9%
CC(=O)Nc1ccc(Nc2c(CCC(C)C)c(C)c(C#N)c3nc4ccccc4n23)cc1	-3%	-29%	5%	0%	0%	0%	-5%
Cc1ccc(CNC(=O)c2ccc(CS(=O)(=O)Cc3ccc(F)cc3)o2)cc1	3%	17%	-3%	0%	-2%	26%	3%
Cc1ccc(CNC(=O)Cn2c3ncccc3c(=O)n2-c2ccc(C)cc2)cc1	4%	6%	-6%	2%	-1%	-7%	-6%
COc1ccc(-c2noc(CSc3nnc(-c4ccncc4)n3-c3ccccc3)n2)cc1	-2%	-11%	-26%	-1%	2%	-9%	-2%
CC(C)(C)C1CCc2oc3ccc(NS(=O)(=O)c4cc(Cl)ccc4Cl)cc3c2C1 (configuration not stated)	0%	-11%	-35%	0%	2%	-1%	32%[activator]
CCC1CCCCN1S(=O)(=O)c1ccc(NC(=O)c2nc(SC)ncc2Cl)cc1 (configuration not stated)	0%	13%	-20%	0%	10%	7%	2%
CCOc1ccc2oc(=O)cc(CN3CCN(c4ccccc4OC)CC3)c2c1	-1%	-8%	-15%	-2%	-10%	8%	1%
Cc1ccc(-c2nc3scc(CCNS(=O)(=O)c4ccc(C)c(C)c4)n3n2)cc1	0%	9%	-21%	-4%	-1%	-19%	11%
O=C(Nc1ccc(F)cc1)c1oc2ccccc2c1NC(=O)C12CC3CC(CC(C3)C1)C2	3%	15%	-12%	1%	-3%	-3%	1%
COc1ccc2c(c1)c(N1CCCC1=O)c(C(=O)Nc1ccc(OC)c(Cl)c1)n2C	-1%	8%	-20%	2%	0%	34%[activator]	9%
O=C(COCc1cc(-c2cccs2)on1)Nc1cc(Cl)ccc1O	5%	-25%	2%	-1%	3%	-10%	-9%
NC(=O)c1cc(S(=O)(=O)NCC2CCC(C(=O)Nc3cccc(Cl)c3)CC2)cs1 (configuration not stated)	1%	4%	-6%	0%	-2%	8%	2%
Cc1ccc(-n2ncc3c(Nc4cccc(Cl)c4)ncnc32)c(C)c1	-2%	-3%	?	1%	1%	8%	3%
Cc1ccc(CN2C(=O)c3ccccc3C2C(=O)NC2CCCCCC2)cc1 (configuration not stated)	-3%	1%	-7%	-2%	-3%	13%	0%

Profiles as entered above. Order of screens: TSG101-PTAP inh | NTMT1 inhibitor | FH mod | B2AR arrestin ag | GALK inh | p53null 39C kill | p53null 32C kill
Listed for Cc1ccc2c(c1)c1c(c(=O)n(-c3cccc(Cl)c3)c(=O)n1CC(=O)NCC1CCCO1)n2C (configuration not stated) : 0% | -8% | 3% | -1% | 3% | 7% | -3%
Listed for CCOc1ccc2oc(=O)cc(CN3CCN(c4ccccc4OC)CC3)c2c1 : -1% | -8% | -15% | -2% | -10% | 8% | 1%

Other structures:
structure	TSG101-PTAP inh	NTMT1 inhibitor	FH mod	B2AR arrestin ag	GALK inh	p53null 39C kill	p53null 32C kill
COC(=O)c1ccc(NC(=O)CCc2c(C)nc3c(c(C)nn3-c3ccc(C)cc3)c2C)cc1	1%	13%	-19%	-3%	-1%	-9%	15%
O=C(NCc1cccc(Cl)c1)c1ccc(CS(=O)Cc2ccccc2Cl)o1 (configuration not stated)	-3%	-24%	-7%	2%	2%	-19%	-5%
Cn1c(=O)[nH]c2cc(-c3noc(-c4ccc(F)cc4)n3)ccc21	2%	13%	3%	0%	2%	16%	-1%
CCOc1ccc(NC(=O)Cn2c(=O)cc(C)c3c(C)nn(C)c32)cc1	3%	0%	-2%	1%	-1%	3%	-5%
COc1cccc(/C=C/c2onc(C)c2S(=O)(=O)N2CCC(C(=O)N3CCCCC3)CC2)c1	-1%	13%	?	-2%	0%	15%	20%
COc1ccccc1CCNC(=O)Cn1ccc2cc(S(=O)(=O)N3CCCCCC3)ccc21	-2%	18%	-14%	2%	0%	13%	0%
COc1ccccc1N1CCN(C(=O)c2cc3c(s2)-c2ccccc2OC3)CC1	-3%	6%	-19%	0%	2%	18%	29%
CCc1ccccc1NC(=O)CCn1cccn1	-1%	2%	-10%	0%	1%	-18%	-12%
COc1ccc(CCNC(=O)CSc2cn(CCNC(=O)c3cccc(C(F)(F)F)c3)c3ccccc23)cc1OC	-5%	-8%	-22%	-2%	9%	·	·
CCOC(=O)N1CCc2c(sc(NCc3sccc3C)c2C(=O)Nc2ccccc2OCC)C1	-3%	-16%	-20%	0%	1%	7%	31%[activator]
Cc1ccc(-c2nc(S(=O)(=O)c3ccc(C)cc3)c(N3CCCCCC3)o2)cc1	-8%	-2%	-22%	1%	1%	3%	-2%
CC(C)(C)OC(=O)N1CCC(c2c(C(=O)NCCN3CCOCC3)cnn2-c2ccccc2)CC1	0%	-3%	-17%	0%	0%	-16%	-3%
CN(CC(=O)NCc1ccccc1Cl)S(=O)(=O)c1ccc2c(c1)c(=O)n(C)c(=O)n2C	-11%	6%	-1%	0%	0%	-15%	1%
CCCCNC(=O)C(CC)Sc1nc2ccccc2c(=O)n1Cc1ccco1 (configuration not stated)	-3%	-5%	-6%	0%	4%	7%	6%
O=C(Cc1ccccc1)Nc1c(C(=O)Nc2ccccc2F)oc2ccccc12	-5%	12%	13%	-2%	5%	-14%	-4%
Cc1ccc2c(c1)C(=O)OC(C(=O)Nc1ncc(Cc3ccccc3)s1)C2 (configuration not stated)	-3%	14%	6%	1%	2%	-3%	2%
N#Cc1ccccc1Cn1c(=O)n(CCCCC(=O)NCc2ccc3c(c2)OCO3)c(=O)c2ccccc21	-5%	5%	3%	0%	-1%	1%	-3%
Cc1ccc(NC(=O)Cn2c(=O)n(CCC(=O)NCCc3ccccc3)c(=O)c3ccccc32)cc1	3%	-5%	3%	1%	3%	12%	-2%
CC1CCc2c(sc(NC(=O)c3cc(-c4ccc(Br)cc4)on3)c2C(N)=O)C1 (configuration not stated)	-2%	·	·	0%	0%	-13%	-9%
CCOc1ccc(NC(=O)Cn2c(=O)n(CCCCCC(=O)NCc3ccccc3)c(=O)c3sccc32)cc1	0%	-8%	16%	1%	6%	-20%	-13%
Cc1ccc(-c2cnc(C3CC3)o2)cc1S(=O)(=O)Nc1ccc(F)cc1Cl	-6%	3%	?	0%	-9%	?	-6%
Cc1cccn2c(=O)c3cc(C#N)c(=O)n(-c4nnc(SCc5ccc(F)cc5)s4)c3nc12	3%	-8%	-25%	-3%	4%	-24%	-14%
CCOC(=O)c1cc2c(=O)n3ccccc3nc2n(CC(C)C)c1=NC(=O)C(C)(C)Oc1ccc(Cl)cc1	-5%	7%	0%	-2%	-2%	-3%	-6%
CCCC(=O)N(c1ccc2oc(C)c(C(C)=O)c2c1)S(=O)(=O)c1ccc(CC)cc1	0%	-6%	-12%	0%	0%	-1%	39%[activator]
Cc1nn(-c2ccccc2)c(OC(=O)c2ccccc2Cl)c1S(=O)(=O)c1ccccc1	-8%	23%	-5%	0%	0%	-17%	-6%
CC(=O)N1CCOc2cc(S(=O)(=O)NCc3ccccc3Cl)c(Cl)cc21	-1%	0%	-17%	0%	-4%	35%[activator]	4%
CCc1ccc(C(=O)c2cn(CC(=O)Nc3cccc(C)c3C)c3nc(C)ccc3c2=O)cc1	0%	?	-9%	0%	-1%	11%	-1%
Cc1ccc(C)c(NC(=O)CSc2nc(=O)n(Cc3ccncc3)c3c2CCC3)c1	0%	15%	-25%	-3%	1%	-11%	5%
O=C(Cn1c(=O)n(CCCS(=O)(=O)C2CCCCC2)c(=O)c2ccccc21)Nc1ccc(F)c(Cl)c1	1%	-7%	-17%	0%	2%	-14%	0%
Cc1ccc(S(=O)(=O)NCC(c2ccco2)N2CCN(c3ccccc3F)CC2)cc1 (configuration not stated)	-4%	-3%	-23%	-2%	-7%	15%	9%
Cc1ccc(Cl)cc1N1CCN(C(=O)c2cnc(N3CCOCC3)c3ccccc23)CC1	-2%	-4%	?	0%	2%	18%	?
Cn1c(=O)n(C)c2cc(N3CCCCC3)c(NC(=O)c3ccc(C(C)(C)C)cc3)cc21	-2%	·	·	1%	3%	7%	9%
CCCCCn1c(CCCNC(=O)c2cccc(C)c2)nc2ccccc21	-7%	-2%	?	-3%	8%	?	-9%
CCn1c2c(c(=O)n3ncc(C(=O)Nc4cc(Cl)ccc4OC)c13)CN(Cc1ccc(OC)cc1)CC2	2%	-19%	?	0%	-6%	15%	-5%
CN(C)CCCN(C(=O)c1ccc2c(c1)OCCO2)c1nc2ccccc2s1	-5%	?	-11%	0%	-2%	-6%	-13%
COc1cccc(CNC(=O)c2ccc3c(c2)nc2n3CCC(C)C2)c1OC (configuration not stated)	2%	-3%	-4%	0%	0%	0%	-12%
